GAA glycogen: alters human alpha-glucosidase cleavage of glycogen | P10253 | recombinant GAA, glycogen substrate, Amplex Red glucose oxidase fluorescence | Potency, µM (series often up to 76.4 µM), for inactives: at the highest dose activity change, negative = inhibition, actives largely listed as inhibitors | hit rate 0.38% among 300,000; active = well fitted inhibition curve with a large enough effect; inconclusive = small, poorly fitted or top-dose-only effect, or another doubt; inactive = no such curve, though single readings can be large or run the other way;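 note: 0% = full enzyme reaction and -100% = no-enzyme basal signal; the screen sought inhibitors and activators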
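qHTS, 1536-well; enzyme 4 nM final; cpd up to 77 uM; substrate bovine liver glycogen 30 ug; 50 mM citrate/phosphate pH 5.0, 0.01% Tween-20; 37 C, 40 min; Amplex Red detection 45 min RT; Hill fit → AC50.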
The depositor's hits bear a star; ? = inconclusive; [ ] = remark or other dose. Potency is the fitted concentration of half-maximal effect. Some of the compounds tested; the hit share may differ from the screen's.

SMILES	GAA glycogen
COc1ccc(S(=O)(=O)N2CCN(C(=O)c3ccc([N+](=O)[O-])o3)CC2)cc1	-4.0%
Cc1cccc(CCNS(=O)(=O)c2ccc3c(c2)NC(=O)CO3)c1	-6.6%[76.3 µM]
CC(=O)Nc1ccc(NC(=O)CSc2nc3nc(C)cc(C)c3c(=O)[nH]2)cc1	-3.5%[76.3 µM]
CCc1ccc(NC(=O)Cn2c(=O)n(Cc3ccc4c(c3)OCO4)c(=O)c3oc4ccccc4c32)cc1	-5.3%[76.3 µM]
CCCNC(=O)Nc1cc(OC)c(OC)cc1Cc1nccc2cc(OC)c(OC)cc12	1.3%
Cc1ccc(CNC(=O)CN2C(=O)NC(C)(c3ccccc3Cl)C2=O)cc1 (stereo not given)	6.4%
COc1ccc(C(=O)NC(=S)Nc2ccc(CN3CCOCC3)cc2)cc1Cl	-21.5%[76.3 µM]
CCOC(=O)c1[nH]c2ccccc2c1NC(=O)c1cc(Cl)ccc1Cl	5.5%[76.3 µM]
Cc1cccc(N2CCN(C(=O)c3ccc4c(c3)CCN4S(=O)(=O)c3ccccc3)CC2)c1C	8.1%[76.3 µM]
CCn1cc2nc(SCC(=O)Nc3ccc(OC)cc3OC)n(Cc3ccc(OC)cc3)c(=O)c2n1	-9.2%
CC(=O)N1CCc2cc(Br)cc(S(=O)(=O)NCCc3ccc(Cl)cc3)c21	7.2%[76.3 µM]
COc1ccc(S(=O)(=O)N(CC(=O)NCCc2ccccc2)c2ccc(Cl)cc2)cc1	9.6%[76.3 µM]
Cc1ccc(OCC(=O)OC2=C(C(=O)c3ccccc3)N(C)S(=O)(=O)c3ccccc32)cc1	-22.6%[76.3 µM]
Cc1cc(C)cc(NS(=O)(=O)c2coc(C(N)=O)c2)c1	10.4%[76.3 µM]
Clc1cccc(-c2noc3ncnc(Nc4ccc5c(c4)OCO5)c23)c1	14.2%[76.3 µM]
COc1ccc2[nH]c3c(c2c1)CCN1C(=O)N([C@@H](C)C(=O)NCc2ccc(C)cc2)C(=O)[C@]31C	-21.6%[76.3 µM]
COc1ccc(-c2oc3cccnc3c2-c2ccc(OC)nc2)cc1	-7.5%[76.3 µM]
CCC(=O)N1CCN(c2ccc(Cl)cc2NC(=O)c2ccc([N+](=O)[O-])o2)CC1	7.8%[76.3 µM]
Cc1cccc(CCNC(=O)CN(c2ccc(C(C)C)cc2)S(=O)(=O)c2c(C)nn(C)c2C)c1	6.8%[76.3 µM]
O=C(Nc1cc(C(F)(F)F)ccc1Cl)c1cc(-c2cccs2)nc2ccccc12	-4.2%[76.3 µM]
O=C(CCCC1=NS(=O)(=O)c2ccccc2N1)OCc1ccc(Cl)cc1	-15.6%[76.3 µM]
COc1ccc(-c2cc(C)no2)cc1S(=O)(=O)N1CCCCC1	-5.7%[76.3 µM]
CCCOc1ccc(C2=NC(c3ccc(F)cc3)=Nc3ccc(OC)cc3N2)cc1	11.8%[76.3 µM]
CCn1nc(C)c(CNC(=O)c2cc(COc3ccc(C)nc3)on2)c1C	0.6%[76.3 µM]
O=c1c2cc([N+](=O)[O-])ccc2nc2n1CCCC2	-2.8%
COc1cccc(NC(=O)Cn2c(=O)n(CCCCC(=O)NCc3ccccc3Cl)c(=O)c3ccccc32)c1	-6.0%[76.3 µM]
Cc1c(CNCCc2ccccc2Cl)c(C(=O)O)c(C)n1-c1ccccc1	3.0%
Cc1ccc(C)c(NC(=O)Cn2cc(S(=O)(=O)c3ccc(F)cc3)c(=O)c3cc(F)ccc32)c1	3.8%[76.3 µM]
CCCSc1nc2sc3c(c2c(=O)n1-c1ccc(C)c(Cl)c1)CCN(C(C)=O)C3	4.8%[76.3 µM]
COCCNC(=O)CCc1nc2cccnc2n1Cc1ccc(OC)cc1	1.5%
CC(C)(C)CC(=O)Nc1nnc(SCC(=O)N2CCCCC2)s1	2.4%
Cc1ccc(-c2nnc(N3CCN(CCO)CC3)c3ccccc23)cc1	-1.7%[76.3 µM]
CCn1c(=O)c2c(nc(SCC(=O)N3CCCC(C)C3)n2C)n(C)c1=O (stereo not given)	6.0%
O=C(O)CNC(=O)c1ccc(NS(=O)(=O)c2ccc3ccccc3c2)cc1	5.1%
COCc1cc(C)nc(SCC(=O)NC2CCCCC2C)c1C#N (stereo not given)	-8.8%[76.3 µM]
COc1cc(CN2CCN(Cc3c[nH]c4ccccc34)CC2CCO)cc(OC)c1 (stereo not given)	2.0%[76.3 µM]
Cc1cccc(C)c1NC(=O)C1CCN(S(C)(=O)=O)CC1	-26.5%[76.3 µM]
CCc1ccc(CN(C(=O)c2cccs2)C2CCS(=O)(=O)C2)cc1 (stereo not given)	-2.4%
CCOC(=O)c1ccc(NC(=O)C2Cc3ccccc3C(=O)O2)cc1 (stereo not given)	9.1%[76.3 µM]
CCN(c1ccccc1C(=O)O)S(=O)(=O)c1ccc2[nH]c(=O)[nH]c2c1	3.2%
O=C(NCc1n[nH]c(=S)n1-c1ccc(Cl)c(Cl)c1)c1ccc(S(=O)(=O)N2CCCCC2)cc1	-10.3%
COc1ccc(C(=O)Nc2ccc(NC(=O)c3ccco3)cc2)cc1	-2.2%
COc1cc(/C=C(/C#N)C(=O)NCCCc2ccccc2)ccc1OCC(=O)O	-4.5%[76.3 µM]
Cc1nc(SCCC(=O)O)c2cc(-c3ccccc3)sc2n1	-12.9%
Cc1ccc2occ(CC(=O)N(Cc3ccccc3Cl)C3CCS(=O)(=O)C3)c2c1 (stereo not given)	-7.2%[76.3 µM]
COc1ccc(Cl)cc1NC(=O)c1cc2c(s1)-c1ccccc1OC2	9.0%[76.3 µM]
COc1cc(Br)c(C2CC(=O)Nc3cc4c(cc32)OCCO4)cc1OC (stereo not given)	-2.5%[76.3 µM]
COc1ccc(Cn2ccnc2SCC(=O)Nc2ccccc2F)cc1	-12.3%[76.3 µM]
COc1ccc(CCNC(=O)c2ccc3c(Cl)c4c(nc3c2)CCCC4)cc1OC	-4.5%[76.3 µM]
COc1ccc(Cl)cc1NC(=O)[C@H]1O[C@@H]2OC(C)(C)O[C@@H]2[C@H]2OC(C)(C)O[C@H]21	-9.4%[76.3 µM]
Cn1nc(-c2ccc(C(=O)Nc3cccc(C(F)(F)F)c3)cc2)c2ccccc2c1=O	9.3%[76.3 µM]
O=C(Cn1c(=O)oc2ccccc21)Nc1ccccc1Cl	-5.8%[76.3 µM]
Cc1ccc(COc2ccc(CNCCCN3CCCCCC3=O)cc2)cc1	5.8%
CCC(Oc1ccccc1)C(=O)Nc1ccc(S(=O)(=O)Nc2cc(C)on2)cc1 (stereo not given)	0.9%[76.3 µM]
COC(=O)c1cc2oc3ccccc3c2n1CC(=O)Nc1ccc(Cl)cc1F	-3.6%[76.3 µM]
Cc1c(NC(=S)NC(=O)CSc2ccc(Cl)cc2)cccc1C(=O)O	-7.6%[76.3 µM]
COc1ccc(C(=O)Cc2cc3cccc(OC)c3oc2=O)cc1	4.8%
COc1ccc(NC(=O)NC2(C(=O)N3CCCC3)CCCCC2)cc1	16.3%[76.3 µM]
COc1ccc(NC2CCCN(C(=O)CSc3ccncc3)C2)cc1 (stereo not given)	-6.3%[76.3 µM]
O=C(CSc1cc(Cl)ccc1Cl)NCCCn1ccnc1	-5.1%

3 entries from above, as labelled records.
O=C(CCCC1=NS(=O)(=O)c2ccccc2N1)OCc1ccc(Cl)cc1
  GAA glycogen = -15.6%[76.3 µM]

CCc1ccc(CN(C(=O)c2cccs2)C2CCS(=O)(=O)C2)cc1 (stereo not given)
  GAA glycogen = -2.4%

Cc1ccc(CNC(=O)CN2C(=O)NC(C)(c3ccccc3Cl)C2=O)cc1 (stereo not given)
  GAA glycogen = 6.4%

An excerpt of these results, bar-delimited:
structure | GAA glycogen
CCc1ccc(NC(=O)Cn2c(=O)n(Cc3ccc4c(c3)OCO4)c(=O)c3oc4ccccc4c32)cc1 | -5.3%[76.3 µM]
CCCNC(=O)Nc1cc(OC)c(OC)cc1Cc1nccc2cc(OC)c(OC)cc12 | 1.3%
Cc1ccc(CNC(=O)CN2C(=O)NC(C)(c3ccccc3Cl)C2=O)cc1 (stereo not given) | 6.4%
COc1ccc(C(=O)NC(=S)Nc2ccc(CN3CCOCC3)cc2)cc1Cl | -21.5%[76.3 µM]
CCOC(=O)c1[nH]c2ccccc2c1NC(=O)c1cc(Cl)ccc1Cl | 5.5%[76.3 µM]

Next section
SMILES	GAA glycogen
Cc1cccc(OCC(=O)N(Cc2sccc2C)C2CCS(=O)(=O)C2)c1 (stereo not given)	-6.8%[76.3 µM]
Cc1ccccc1N(C(=O)c1snc(C(N)=O)c1N)C(C(=O)NCc1ccccc1)c1ccc(O)cc1 (stereo not given)	2.0%
COc1ccc(OC)c(N(CC(=O)NCCSCc2ccco2)S(=O)(=O)c2ccc(OC)c(OC)c2)c1	0.4%[76.3 µM]
Cc1ccc(OCc2ccccc2Br)c([N+](=O)[O-])n1	3.6%
Cc1ccc(C2c3c(-c4ccccc4O)n[nH]c3C(=O)N2CCc2ccccc2)cc1 (stereo not given)	-2.6%[76.3 µM]
CC(C)(C)c1ccc(C(=O)NC(=S)NNC(=O)COc2ccccc2)cc1	-7.0%[76.3 µM]
CN1CCN(c2nc3c(S(=O)(=O)c4ccc(Br)cc4)nnn3c3ccsc23)CC1	4.5%[76.3 µM]
COc1cccc(-c2ccnc3[nH]n(-c4ccccc4)c(=O)c23)c1	?
COc1ccccc1CNC(=O)C1CCN(S(=O)(=O)c2ccc3c(c2)C(C)(C)C(=O)N3C)CC1	7.8%[76.3 µM]
Cn1c(=O)c2cc(C(=O)N3CCN(c4cccc(C(F)(F)F)c4)CC3)sc2c2ccccc21	7.7%[76.3 µM]
O=C(CCS(=O)(=O)c1ccc2c(c1)NC(=O)CS2)NCCc1ccccc1	-7.6%[76.3 µM]
Cc1cc(C)c(NC(=O)CSc2nnc(CN3CCOCC3)n2C)c(C)c1	-0.7%
CCn1cc(C(=O)NC(C)c2ccccc2)c(=O)c2cc(S(=O)(=O)N3CCc4ccccc4C3)ccc21 (stereo not given)	-6.8%[76.3 µM]
CC(C)C[C@@H](CSc1ccccc1)N1CCN(CC(C)C)CCC1=O	14.6%[76.3 µM]
Cc1ccc(N2CC(C(=O)N3CCOCC3)CC2=O)cc1C (stereo not given)	-0.8%
Cc1ccc2nc(-c3ccc(C)c(NC(=O)Cc4ccccc4)c3)oc2c1	12.5%[76.3 µM]
CC(=O)c1ccc(NC(=O)CSc2ccc3nnc(CCNS(=O)(=O)c4ccc(C)cc4)n3n2)cc1	9.2%[76.3 µM]
CC(=O)N1CCOc2ccc(S(=O)(=O)NCc3ccc(Cl)cc3)cc21	1.3%[76.3 µM]
CCN1C(=O)C(=Cc2cccc(OC)c2Oc2ccc([N+](=O)[O-])cc2[N+](=O)[O-])SC1=S	-12.1%
O=C(Oc1cccc([N+](=O)[O-])c1)C1CCN(C(=O)c2ccc(F)cc2)CC1	-6.5%[76.3 µM]
OC1CCC(Nc2ncnc3sccc23)CC1 (stereo not given)	4.7%
Cn1c(SCC(=O)Nc2ccccc2F)nnc1-c1cccs1	-3.6%
COc1cccc(CN(C)C(=O)Cc2c[nH]c3ccccc23)c1OC	-1.5%
CC(=O)C1=C(O)C(=O)N(c2ccc(O)cc2)C1c1ccc(Cl)cc1 (stereo not given)	4.7%[76.3 µM]
CCc1nc(SCC(=O)Nc2ccc(Br)cn2)n[nH]1	6.6%[76.3 µM]
COc1ccc(NC(=O)CSc2nnc(-c3cc(C)[nH]n3)n2N)cc1	-3.1%[76.3 µM]
COc1cccc(N(C(=O)c2snc(C(N)=O)c2N)C(C(=O)NCC2CCCO2)c2ccc(C)o2)c1 (stereo not given)	-8.7%
CCc1nc(Nc2ccc(O)cc2)c2oc3ccccc3c2n1	?
Cc1nc(Cl)sc1C(=O)Nc1ccc(C(C)(C)C)cc1	-13.0%[76.3 µM]
O=C(CSc1nnc(CNC(=O)c2ccccc2F)o1)NCc1ccco1	-9.9%[76.3 µM]
COc1ccc(C(=O)NC2CCCc3ccccc32)cc1OC1CCN(C(C)=O)CC1 (stereo not given)	-0.3%[76.3 µM]
COc1ccc(N(C)C(=O)Cn2c(=O)oc3ccccc32)c(OC)c1	-6.2%
COc1ccc(N2CCN(C(=O)c3ccc4nc(N5CCC(C)CC5)sc4c3)CC2)cc1	-8.6%[76.3 µM]
O=C1NC(=S)N/C1=C/c1cccc2ccccc12	-9.6%
COc1ccc(CCNc2nc(-c3ccc(O)cc3)cs2)cc1OC	?
Cc1nc(NS(=O)(=O)c2ccccc2)sc1C(=O)NNS(=O)(=O)c1ccccc1	-11.7%
COc1cc(CCC(=O)Nc2cnc3ccccc3c2)cc(OC)c1OC	-0.2%
COc1ccc(Nc2nc(N)c([N+](=O)[O-])c(NC3CCCCC3)n2)cc1	-9.7%
CN(Cc1ccccc1)C1CCNCC1	-3.0%[76.3 µM]
Fc1ccc(-c2nc(-c3cccs3)c(-c3cccs3)[nH]2)cc1	-5.3%[76.3 µM]
CCN(CC(=O)Nc1c(F)cccc1F)C(=O)c1ccc(Cl)c(S(=O)(=O)N2CCCCC2)c1	-9.2%[76.3 µM]
Cc1ccc(NS(=O)(=O)c2cn(C)c(=O)n(C)c2=O)c(C)c1	-22.6%[76.3 µM]
CCn1cc(C(=O)Nc2cccc(Cl)c2)c2cc(OC)c(OC)cc2c1=O	-2.4%[76.3 µM]
Cc1cc(N2CCN(c3ccc(F)cc3)CC2)n2cnnc2n1	2.3%[76.3 µM]
O=C(NCC1CCCCC1)c1ccc(Br)o1	9.1%[76.3 µM]
C/C(=N\OCc1ccc(C#N)cc1)c1ccc(S(=O)(=O)N(C)C)cc1	-5.4%
C/C(=N\NC(=O)C(O)c1ccccc1)c1ccc(Cl)cc1 (stereo not given)	-0.7%[76.3 µM]
CCOC(=O)NNC(=O)c1[nH]c2ccc(Br)cc2c1-c1ccccc1	6.5%
CN(CCc1ccccc1)C1CCCN(S(=O)(=O)N(C)C)C1 (stereo not given)	10.8%[76.3 µM]
CC(C)CCC(C(=O)NC(C)c1ccccc1)C(=O)NC(C)c1ccccc1 (stereo not given)	-1.5%
COc1ccc(OC)c(NC(=O)CSC2=NN3CCCC(=O)N=C3S2)c1	0.5%
